Screens from PubChem BioAssay.
OTUD3 inh – human OTUD3 deubiquitinase inhibition | Q5T2D3 | purified OTUD3, Ub-rhodamine fluorescence, 2 h | inhibition, % at 25 µM | hit rate 0.7% among 47,000
Target sequence (Q5T2D3 whole entry, looked up): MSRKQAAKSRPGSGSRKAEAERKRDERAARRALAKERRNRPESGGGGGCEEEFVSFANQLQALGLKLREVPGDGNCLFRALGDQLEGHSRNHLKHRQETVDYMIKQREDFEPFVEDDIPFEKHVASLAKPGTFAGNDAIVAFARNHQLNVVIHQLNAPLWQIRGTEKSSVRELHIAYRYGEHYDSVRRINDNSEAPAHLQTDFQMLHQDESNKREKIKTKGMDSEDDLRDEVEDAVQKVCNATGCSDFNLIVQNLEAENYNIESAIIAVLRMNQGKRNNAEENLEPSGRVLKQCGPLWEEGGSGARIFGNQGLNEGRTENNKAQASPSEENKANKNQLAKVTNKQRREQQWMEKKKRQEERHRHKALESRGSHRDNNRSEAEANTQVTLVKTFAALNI
USP17 block – human USP17-like deubiquitinase inhibition | purified USP17, Ub-rhodamine cleavage fluorescence, 3 h | inhibition, % at 50 µM | hit rate 6.5% among 47,000 | AID 1645855
USP30 block – inhibitors of human USP30 deubiquitinase | purified USP30, Ub-rhodamine cleavage fluorescence | inhibition, % at 25 µM | hit rate 5.3% among 47,000
USP7 inh – blocks human USP7 ubiquitin-rhodamine cleavage; Q93009; purified USP7, Ub-rhodamine cleavage fluorescence; inhibition, % at 20 µM; hit rate 0.3% among 47,000
UCHL1 block – blocks human UCHL1 ubiquitin-rhodamine cleavage; P09936; purified UCHL1, Ub-rhodamine cleavage fluorescence; inhibition, % at 20 µM; hit rate 0.2% among 47,000
Target sequence (P09936 whole entry, looked up): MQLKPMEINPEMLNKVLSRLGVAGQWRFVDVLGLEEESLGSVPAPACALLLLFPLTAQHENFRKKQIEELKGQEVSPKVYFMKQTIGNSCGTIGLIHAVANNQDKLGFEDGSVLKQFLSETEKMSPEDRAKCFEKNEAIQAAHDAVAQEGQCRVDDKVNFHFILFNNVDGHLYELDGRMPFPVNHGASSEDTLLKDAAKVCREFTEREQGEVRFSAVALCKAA
USP10 block – inhibitors of human USP10 deubiquitinase; Q14694; purified USP10, Ub-rhodamine fluorescence, 60 min; inhibition, % at 20 µM; hit rate 1.1% among 47,000; AID 1645856
USP28 inh – blocks human USP28 ubiquitin-rhodamine cleavage. Q96RU2. purified USP28, Ub-rhodamine cleavage fluorescence, 30 min. inhibition, % at 25 µM. hit rate 3% among 47,000
USP8 inh – blocks human USP8 ubiquitin-rhodamine cleavage | inhibition, % at 20 µM | P40818 | hit rate 4.2% among 47,000 | purified USP8, Ub-rhodamine cleavage fluorescence, 30 min
* hit, by the source's call; i = inactive; . = not tested or not shown. Rule as the data show it: active = inhibition above about 30%; inactive = the rest. A portion of the library. The share of hits here may be higher or lower than overall.

No. | SMILES | USP8 inh | USP7 inh | USP17 block | USP28 inh
1 | CC1(C)CC(n2[nH]c(=O)c3c2NC(=O)CSC3c2ccc(OCc3ccccc3)cc2)CCO1 (configuration not stated) | 25 | 2 | 25 | 26
2 | CN1C(=O)[C@@]23CC4=CC=C[C@H](O)C4N2C(=O)[C@]1(CO)SS3 (some centres not stated) | -17 | 0 | -27 | -13
3 | Cc1nn(Cc2ccccc2)c(Cl)c1C(=O)NC1CCCc2ccccc21 (configuration not stated) | 11 | -1 | 56* | 31*
4 | CC1Cc2c(Cl)cc(C(=O)NC(Cc3ccccc3)C(=O)O)c(O)c2C(=O)O1 (configuration not stated) | -8 | -5 | -7 | 2
5 | c1ccc(CCN2CCc3nc4cccnc4cc3C2)nc1 | -302 | -138 | -174 | -264
6 | CN1CC2(c3ccccc3)CN(C)CC(c3ccccc3)(C1)C2=O | 15 | 5 | 14 | 12
7 | CCCn1c(C)cc(C(=O)COC(=O)C(O)(c2ccccc2)c2ccccc2)c1C | -9 | 4 | 15 | 0
8 | Cn1cc(CN2CCC3(CC2)C(=O)N(CC2CC2)c2ccccc23)cn1 | 3 | 4 | 7 | 2
9 | CN1C[C@H]2N(c3ncccn3)CCC[C@@]2(C(=O)NCC2CC2)C1 | -8 | 7 | 9 | 16
10 | O=C(Cc1ccc2c(c1)CCC2)N1CCCCC1CN1CCOCC1 (configuration not stated) | 3 | -10 | -11 | -7
11 | CC(=O)NCCNC(=O)N[C@H]1C[C@H]2Cc3ccccc3[C@@H](C1)N2C | 8 | 2 | 6 | 7
12 | Cc1cc(C)nc(-n2nc(C)c3c2NC(=O)CSC3c2ccc(O)cc2)n1 (configuration not stated) | -128 | -2 | -42 | -21

No. | UCHL1 block | USP30 block | USP10 block | OTUD3 inh
1 | 1 | 53* | 4 | 8
2 | -2 | 35* | -8 | 5
3 | 4 | 35* | 3 | 13
4 | 0 | -44 | -2 | -2
5 | -150 | i | -9 | -191
6 | 0 | 28 | 0 | 4
7 | 1 | 1 | 2 | 8
8 | 3 | 26 | 2 | 16
9 | 1 | 20 | 1 | 11
10 | -3 | -20 | -2 | -3
11 | 1 | 30 | 2 | 12
12 | 0 | -35 | 3 | -8

(next part)
No. | SMILES | USP8 inh | USP7 inh | USP17 block | USP28 inh
13 | C=C1[C@H]2C[C@@]3(C4C[C@@H]5[C@@]6(C)CC[C@H](O)[C@@]5(C4N(CC)C6)[C@@H]3CC2=O)[C@@H]1O | -4 | -1 | 0 | .
14 | NC(=O)c1cn(C2CCCCC2)c2ccccc2c1=O | 5 | 0 | 3 | -4
15 | Cc1ccc(C2SCC(=O)Nc3c2c(C)nn3C2CCOC(C)(C)C2)cc1 (configuration not stated) | -216 | -14 | -65 | -9
16 | CN1CC[C@@H]2[C@H](C1)CN2C(=O)NCc1ccccc1 | 12 | 4 | 12 | 11
17 | CC(=O)OC1C[C@H]2OC3C=C(C)CC[C@]3(C)[C@]1(C)[C@@]21CO1 (some centres not stated) | -3 | -2 | -12 | -7
18 | COc1cc(C2SCC(=O)Nc3c2c(=O)[nH]n3C2CCCCCC2)cc(OC)c1OC (configuration not stated) | -4 | 0 | -12 | -12
19 | O=C1CSC(c2ccc(F)cc2)c2c(-c3ccccc3)nn(-c3ccccc3)c2N1 (configuration not stated) | 3 | -36 | 6 | 35*
20 | Cc1ccccc1-n1c(CSc2ccc(Cl)cc2)nc2ccc(Cl)cc2c1=O | 3 | -4 | 7 | -17
21 | O=C(Cc1cccs1)N1CCN(Cc2nnnn2-c2ccc(F)c(F)c2)CC1 | -3 | 0 | -4 | -3
22 | O=c1ccc2ccc3occc3c2o1 | 2 | 5 | 5 | 8
23 | CC1=C(C)C(=O)O[C@@H]([C@](C)(O)[C@]2(O)CC[C@@]3(O)[C@@H]4CC=C5[C@@H](O)C=CC(=O)[C@]5(C)[C@H]4CC[C@]23C)C1 | 3 | 6 | 8 | 7
24 | O=C(CNC(=O)c1ccccc1Br)Nc1ccc(Br)cc1C(=O)c1ccccc1 | 4 | -58 | 22 | 14

No. | UCHL1 block | USP30 block | USP10 block | OTUD3 inh
13 | -2 | . | -4 | -2
14 | 0 | 2 | 2 | 2
15 | 0 | -9 | 1 | 0
16 | 0 | 22 | -1 | 14
17 | -2 | 4 | 0 | -3
18 | -2 | -2 | 1 | -6
19 | 6 | 2 | 8 | -1
20 | 3 | 8 | 3 | 2
21 | -2 | 3 | 0 | -3
22 | 6 | 18 | 1 | 4
23 | 2 | 28 | 2 | 7
24 | 5 | 43* | 6 | 15

Down the list, quoted from above:
USP17 block for entries 13 to 17, in order: 0, 3, -65, 12, -12

Entries of single compounds from above.
O=C(Cc1cccs1)N1CCN(Cc2nnnn2-c2ccc(F)c(F)c2)CC1 in the list: USP8 inh: -3; USP7 inh: 0; USP17 block: -4; USP28 inh: -3; UCHL1 block: -2; USP30 block: 3; USP10 block: 0; OTUD3 inh: -3
O=C1CSC(c2ccc(F)cc2)c2c(-c3ccccc3)nn(-c3ccccc3)c2N1 (configuration not stated) in the list: USP8 inh: 3; USP7 inh: -36; USP17 block: 6; USP28 inh: 35*; UCHL1 block: 6; USP30 block: 2; USP10 block: 8; OTUD3 inh: -1

Going on with the list.
No. | SMILES | USP8 inh | USP7 inh | USP17 block | USP28 inh
25 | Clc1ccc(-c2cc(N3CCOCC3)n[nH]2)cc1 | -33 | -3 | -6 | -5
26 | Fc1ccccc1C1NCc2ccccc2-n2cccc21 (configuration not stated) | -6 | -3 | -7 | 7
27 | CC12CN3CC(C)(CN(C1)C3c1ccco1)C2=O (configuration not stated) | 4 | . | 7 | .
28 | Fc1ccc(CN2CCC23CCN(Cc2cccnc2)C3)cc1 (configuration not stated) | -10 | 2 | 1 | 5
29 | COC(=O)[C@@]1(O)c2c(oc3cccc(O)c3c2=O)OC=C(C)[C@H]1O | -10 | -2 | 3 | 5
30 | OC(CNC1CCCC1)c1ccccc1 (configuration not stated) | 1 | 0 | -2 | .
31 | CN1CCN(Cc2cn3cccnc3n2)CC1 | 16 | 2 | 7 | 8
32 | c1cnc(NC[C@@H]2OC[C@H]3CN(Cc4ccncc4)CC[C@H]32)nc1 | -265 | -1 | -42 | -9
33 | Cc1ccccc1SCc1nc2ccccc2c(=O)n1-c1cccc(C(F)(F)F)c1 | 19 | -14 | 11 | 6
34 | O=C1CC2(CCNCC2)CN1Cc1ccc(F)cc1 | -20 | 1 | 0 | 9

No. | UCHL1 block | USP30 block | USP10 block | OTUD3 inh
25 | 1 | 0 | 5 | 0
26 | 1 | 10 | 1 | -1
27 | 2 | . | 2 | 0
28 | 0 | 0 | -2 | 6
29 | -1 | -9 | 0 | 10
30 | 2 | . | -2 | 0
31 | 0 | 11 | -1 | 12
32 | -4 | -32 | 0 | -4
33 | 9 | 10 | 7 | 11
34 | 0 | 15 | 2 | 18

Reprinted at random: six records from the list, in no set order.
No. | SMILES | USP8 inh | USP7 inh | USP17 block | USP28 inh
28 | Fc1ccc(CN2CCC23CCN(Cc2cccnc2)C3)cc1 (configuration not stated) | -10 | 2 | 1 | 5
30 | OC(CNC1CCCC1)c1ccccc1 (configuration not stated) | 1 | 0 | -2 | .
27 | CC12CN3CC(C)(CN(C1)C3c1ccco1)C2=O (configuration not stated) | 4 | . | 7 | .
32 | c1cnc(NC[C@@H]2OC[C@H]3CN(Cc4ccncc4)CC[C@H]32)nc1 | -265 | -1 | -42 | -9
25 | Clc1ccc(-c2cc(N3CCOCC3)n[nH]2)cc1 | -33 | -3 | -6 | -5
31 | CN1CCN(Cc2cn3cccnc3n2)CC1 | 16 | 2 | 7 | 8

No. | UCHL1 block | USP30 block | USP10 block | OTUD3 inh
28 | 0 | 0 | -2 | 6
30 | 2 | . | -2 | 0
27 | 2 | . | 2 | 0
32 | -4 | -32 | 0 | -4
25 | 1 | 0 | 5 | 0
31 | 0 | 11 | -1 | 12
